# Screening data (PubChem)
# CatB block – human cathepsin B inhibitors, primary screen, biochemical, fluorogenic substrate | P07858 | purified cathepsin B, fluorescence | inhibition, %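 (tested at 10 µM)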 | actives 0.1% (n = 63,000); in the data active = inhibition above about 21%;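 note: 0% = enzyme with no compound and 100% = no enzyme blank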
# RORa activator – activators of orphan receptor RORA, primary screen, cell-based, luminescence; Nuclear receptor ROR-alpha (Homo sapiens), P35398; CHO-K1 Gal4-RORA LBD luciferase reporter; percent increase over mock-subtracted basal signal; activation, % at 10 µM; actives 1.5% (n = 65,000); AID 560, 2006;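 active = activation above the mean of all tested compounds plus 3 SD, cut at about 49% in these data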;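 note: 0% = DMSO-treated RORA cells and 100% = added signal equal to DMSO minus mock-transfected cells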
# E coli RNAP – E. coli RNAP inhibitors, biochemical; actives 0.2% (n = 62,000); inhibition, %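 (tested at 10 µM)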; E. coli RNA polymerase, fluorescence transcription assay; in the data active = inhibition above about 20%;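 note: 0% = enzyme without compound and 100% = no enzyme blank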
# CatB mix inh – cathepsin B inhibitors from pooled compounds, primary screen, biochemical, compound mixtures, AMC fluorescence; inhibition, %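 (ten-compound pools at 5 µM per compound and 50 µM total)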; actives 0.06% (n = 62,000); P07858; AID 488, 2006; Purified cathepsin B, AMC dipeptide fluorescence; in the data active = inhibition above about 22%, passing the limit was not always enough; inconclusive = no clear call, values can overlap the other calls;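 note: 0% = enzyme without compound and 100% = no enzyme blank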
# PKA kinase inh – inhibitors of human PKA kinase activity, primary screen, biochemical, ATP-depletion luminescence, Kemptide substrate. cAMP-dependent protein kinase catalytic subunit alpha (Homo sapiens), P17612. PKA Kemptide phosphorylation, Kinase-Glo ATP luminescence. inhibition, % at 6 µM. actives 0.1% (n = 65,000);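 active = inhibition above the screen-wide mean inhibition plus 3 SD, cut at about 21% in these data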; note: many of its hits are not listed in these tables
# CatS block – inhibitors of human cathepsin S, biochemical, compound mixtures; recombinant cathepsin S, AMC dipeptide fluorescence, pooled mixtures; inhibition, %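 (tested at 5 µM per compound within 10-compound mixtures)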; actives 0.06% (n = 62,000); in the data active = inhibition above about 32%, passing the limit was not always enough; inconclusive = no clear call, values can overlap the other calls;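 note: 0% = enzyme without compound and 100% = blank without enzyme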
# Target sequence (P25774 115-331 limits assumed): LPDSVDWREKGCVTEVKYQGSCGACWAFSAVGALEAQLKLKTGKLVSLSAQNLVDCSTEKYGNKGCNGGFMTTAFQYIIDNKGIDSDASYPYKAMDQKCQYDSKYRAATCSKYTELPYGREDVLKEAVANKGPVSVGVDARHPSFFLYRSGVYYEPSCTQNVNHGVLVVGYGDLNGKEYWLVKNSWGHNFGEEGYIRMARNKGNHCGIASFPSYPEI
# JNK3 inh – JNK3 kinase activity inhibitors, primary screen, biochemical, human, purified enzyme; actives 0.61% (n = 60,000); Mitogen-activated protein kinase 10 (Homo sapiens), P53779; AID 746, 2007; HTS; inhibition, % at 8 µM; in the data active = inhibition above about 17%;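 note: 0% = DMSO and 100% = reference inhibitor; many of its hits are not listed in these tables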
# Target sequence (P53779 whole entry, looked up): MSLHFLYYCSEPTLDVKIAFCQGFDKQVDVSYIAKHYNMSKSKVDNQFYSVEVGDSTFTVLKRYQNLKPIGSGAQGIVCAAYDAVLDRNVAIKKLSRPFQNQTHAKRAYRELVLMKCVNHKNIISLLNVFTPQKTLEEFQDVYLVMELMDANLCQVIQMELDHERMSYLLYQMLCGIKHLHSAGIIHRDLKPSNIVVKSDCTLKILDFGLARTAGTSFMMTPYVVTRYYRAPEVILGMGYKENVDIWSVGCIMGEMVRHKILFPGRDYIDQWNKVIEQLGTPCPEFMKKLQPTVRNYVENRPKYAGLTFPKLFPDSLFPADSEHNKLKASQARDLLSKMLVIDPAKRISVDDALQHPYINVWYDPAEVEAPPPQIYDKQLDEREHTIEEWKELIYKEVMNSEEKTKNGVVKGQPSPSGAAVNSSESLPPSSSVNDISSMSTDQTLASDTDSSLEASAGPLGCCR
# AP ELISA ortho – alternative complement pathway inhibitors, primary screen, biochemical, ELISA, human serum, orthogonally pooled compounds. actives 0.08% (n = 62,000). LPS-coated ELISA, C3 deposition; tested in compound mixtures. inhibition, % at 5 µM;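 active = inhibition above 30% in each of the two pooled mixtures holding the compound, so the lower value exceeds 30%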;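 note: 0% = serum in Mg-EGTA without compound and 100% = EDTA serum blank; some compounds past the cut are filed as inactive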
#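 Test system: human serum alternative complement pathway, C3 deposition on LPS-coated wells; also added: Plate-bound LPS; doses: 5 µM per compound in ten-compound mixtures; schedule: 1 h at 37 °C; detection: Anti-C3 ELISA, OD 450 nm; evaluation: percent inhibition of C3 deposition onto LPS; repeats: two pool placements per compound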
# ROCK2 blocker – inhibitors of human ROCK2 kinase, primary screen, biochemical, high-throughput, luminescence. Rho-associated protein kinase 2 (Homo sapiens), O75116. purified ROCK2, Kinase-Glo ATP depletion luminescence. inhibition, % at 6 µM. actives 0.35% (n = 60,000). AID 604, 2007;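 active = inhibition above the screen-wide mean inhibition plus 3 SD, cut at about 18% in these data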;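 note: plate controls were DMSO wells for no effect and Y-27632 control wells after no-enzyme background subtraction for full effect; many of its hits are not listed in these tables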
# An asterisk follows results filed as active; ? = inconclusive; nt = not tested or not shown.
SMILES,CatS block,CatB mix inh,AP ELISA ortho,E coli RNAP,ROCK2 blocker,CatB block,RORa activator,PKA kinase inh,JNK3 inh
Cc1ccc(NC2=NC(c3ccco3)n3c(nc(C)cc3=O)N2)c(C)c1 (stereo not given),0,-10,4,3,4,4,42,4,3
Cc1cccc(NC(=O)CC2SC(=NC3CCCCC3)NC2=O)c1 (stereo not given),-8,24,13,1,nt,2,-5,9,nt
Cc1occc1-c1nnc(SCC(=O)c2ccc(F)cc2)o1,6,2,10,2,0,1,32,3,2
Cc1cc(C(=O)NCCN2CCN(c3cccc(Cl)c3)CC2)n(-c2ccccc2)n1,7,4,12,10,0,-1,6,2,0
CCn1c(CC(C)C)n[nH]c1=S,-7,-1,13,2,3,0,0,6,2
Cc1ccccc1N1CCN(Cc2c(C#N)c3ccccc3n2C)CC1,-2,-6,12,nt,-6,-5,-8,-1,5
COc1cc(C2=NOC(C(=O)N3CCOCC3)C2)cc(OC)c1OC (stereo not given),2,2,9,4,-2,1,2,0,-6
COc1ccc(N(Cc2cc3ccc(C)cc3[nH]c2=O)C(=O)c2ccco2)cc1,0,2,14,10,3,0,-20,0,10
CCOC(=O)c1sc(NC(=O)c2c(C)nn(Cc3ccccc3)c2C)cc1C,-10,4,18,3,2,3,22,2,-4
Cc1ccc(C(C(=O)NC2CCCC2)N(C(=O)c2csnn2)C2CCCC2)o1 (stereo not given),-6,3,11,4,5,2,-5,8,5
Cn1c(=O)n(Cc2ccc(F)cc2)c(=O)c2c1nc1n2CCCN1Cc1ccccc1,0,-10,2,9,-3,-1,25,-5,-8
Cc1ccc(-n2c(C)cc3c2CCCC3=O)cc1,9,-10,0,9,6,3,-14,14,4
CCCN(CCC)C(=O)c1ccc2c(c1)N(Cc1ccccc1)C(=O)CS2=O (stereo not given),-3,2,16,3,-1,1,13,-6,4
COc1cc(NC(=O)c2ccccc2)c(OC)cc1NC(=O)CN1CCN(c2ccccn2)CC1,11,2,1,10,6,5,14,4,3
CN(C)C(=O)Nc1cnc2ccccc2c1,-8,-2,22,-8,5,3,-18,12,6
O=C(c1ccco1)N1CCC(c2nc(-c3ccc(F)cc3)no2)CC1,1,1,13,3,nt,0,-14,2,nt
O=C1CCCCCN1CP(=O)(O)CCc1ccccc1,0,-1,6,7,-1,2,-12,-1,-1
CCCCCCOC(=O)C(C#N)c1nc2ccccc2nc1N1CCN(CC)CC1 (stereo not given),5,-7,2,2,3,3,18,8,-4
Cc1[nH]c2ccc(CNS(=O)(=O)c3ccc(S(=O)(=O)N4CCOCC4)cc3)cc2c1C,21,4,5,8,nt,3,-1,5,nt
Cn1c(=O)c(=O)n(C)c2cc(S(=O)(=O)CCC(=O)N3CCOCC3)ccc21,?,-1,10,-3,-2,1,9,-7,-6
CCOC(=O)N1CCN(C(=O)c2cn(-c3ccc(C)c(C)c3)c(=O)c3ccccc23)CC1,-1,3,13,3,nt,4,2,-5,nt
CCCC(c1nnnn1Cc1cccs1)N1CCN(c2ccc(OC)cc2)CC1 (stereo not given),?,-4,3,6,0,1,-11,2,-5
CCOC(=O)N1CCN(C(=O)CSc2nc3c([nH]c4ccccc43)c(=O)n2C)CC1,7,4,4,7,-2,0,-3,-11,-8
COc1cccc(-n2nc(C(=O)Nc3ccc4c(c3)OCO4)c3ccccc3c2=O)c1,5,4,18,4,6,-5,-18,8,0
COc1ccc(C)cc1S(=O)(=O)N(C)CC(=O)Nc1ccc2c(c1)OCCO2,7,3,-2,4,1,5,-5,2,3
c1ccc(CCNc2ncnc3c2cnn3-c2ccccc2)cc1,nt,nt,nt,nt,0,nt,56*,-6,-2
COc1ccccc1S(=O)(=O)Cc1ccc(C(=O)NCc2ccc3c(c2)OCO3)o1,34,2,10,-1,1,0,4,-6,-6
COC(=O)CCSCc1cn2cc(Cl)ccc2n1,11,2,-3,6,7,3,1,8,-3
CC(C)n1c(NCc2nc3ccccc3n2C)nc2ccccc21,6,2,-5,5,9,4,-20,9,5
O=c1c2cc(-c3ccccc3)sc2ncn1/N=C/c1ccco1,19,0,7,4,-4,4,32,-3,-6
COc1cccc(C2C(C(=O)c3cccs3)=C(O)C(=O)N2CCN(C)C)c1OC (stereo not given),-5,5,17,nt,3,-3,-4,3,-2
CCOC(=O)N1CCN(C(=O)CSc2nc3ccccc3c(=O)n2-c2ccccc2)CC1,8,-1,8,0,0,0,-2,-2,5
Cc1nc2nc(-c3ccccc3)cn2nc1C,-7,-2,-6,-12,nt,-14,-4,-7,nt
COC(=O)c1nc2nc(C)cc(C(F)(F)F)n2n1,-8,-4,24,-10,12,-5,4,12,5
COCCNC(=O)CSc1nc2ccccc2c(=O)n1CCCC(=O)NCc1ccccc1,-11,2,17,0,nt,3,7,4,nt
CC(C)Cn1nc(NC(=O)C(C)(C)C)c2cc3ccccc3nc21,nt,nt,nt,nt,5,nt,-12,5,-2
Cc1cc(NC(=O)CCC(=O)N(Cc2cccs2)C(C(=O)NC2CCCC2)c2ccncc2)no1 (stereo not given),3,4,13,10,3,-1,-8,7,-1
Cc1ccc(NS(=O)(=O)c2ccc(C)c(C(=O)N3CCN(C)CC3)c2)cc1,-2,0,8,-11,nt,-1,9,12,nt
C=CCN1CCN(C(c2cc(OC)ccc2OC)c2nnnn2CC2CCCO2)CC1 (stereo not given),-8,4,5,nt,4,4,-15,9,0
CCN(CCCNC(=O)C1CCC(=O)N1Cc1ccc(C)cc1)c1cccc(C)c1 (stereo not given),-2,1,9,3,5,2,4,6,-4
O=C(CSc1nnnn1-c1ccc2c(c1)CCC2)NCc1cccs1,15,7,-4,11,3,7,10,10,8
CCOC(=O)C1CCN(c2c(NCc3ccc(C(=O)NCCC(C)C)cc3)c(=O)c2=O)CC1,4,1,6,4,1,1,-9,6,-3
Cc1cc(NC(=O)C2CCCN(S(=O)(=O)c3c(C)noc3C)C2)no1 (stereo not given),7,4,17,7,5,3,10,4,1
CCCCSc1nc2c(cnn2-c2ccc(Cl)cc2)c(=O)[nH]1,1,7,2,5,2,3,-5,2,-3
O=C(NCc1ccncc1)C12CC3CC(CC(C3)C1)C2,-10,-1,1,-2,1,3,-5,2,3
CCCCNC(=O)CS(=O)Cc1nc(-c2cccc(Cl)c2)oc1C (stereo not given),-6,-1,20,8,3,3,-3,11,-3
Cc1ccc(CCC(=O)Nc2ccc(S(N)(=O)=O)cc2)o1,0,10,4,-10,7,3,9,4,-7
Cc1ccc(S(=O)(=O)c2c(N)n(NC(=O)c3ccco3)c3nc4ccccc4nc23)cc1,5,-9,-2,13,5,-4,15,8,7
O=C(Nc1cccc(O)c1)c1ccccc1,?,5,-2,8,9,5,19,10,4
CCOC(=O)N1CCC(NC(=O)Cn2nc(-c3ccccc3)ccc2=O)CC1,-4,2,17,2,-5,-7,-20,-5,-7
COc1ccc(Cl)cc1CSc1n[nH]c(C)n1,-1,-6,1,1,8,4,-18,9,-4
CN(C)CCCN1C(=O)c2oc3ccc(F)cc3c(=O)c2C1c1cccnc1 (stereo not given),8,6,25,6,-2,2,8,-9,-8
O=C(O)CC(c1ccc(Cl)cc1)N1C(=O)CCC1=O (stereo not given),-7,3,28,6,4,5,-17,10,2
CC(C(=O)Oc1ccc2c(c1)OCO2)N1C(=O)c2ccccc2C1=O (stereo not given),14,0,7,0,nt,1,-14,-2,nt
CCOc1ccccc1NC(=O)c1ccc(F)c(S(=O)(=O)N2CCC3(CC2)OCCO3)c1,-6,2,19,0,-4,1,22,0,-8
CCC(=O)N(CCO)Cc1cc2ccc(C)c(C)c2[nH]c1=O,8,-2,-4,nt,4,5,18,4,3

# Other structures follow:
SMILES,CatS block,CatB mix inh,AP ELISA ortho,E coli RNAP,ROCK2 blocker,CatB block,RORa activator,PKA kinase inh,JNK3 inh
O=C(Cn1nnc(-c2ccccc2NC(=O)c2ccco2)n1)Nc1ccccc1,14,8,0,13,1,2,10,0,15
CC(=O)Nc1ccc(S(=O)(=O)NC(=O)C23CC4CC(CC(C4)C2)C3)cc1,14,8,-20,nt,4,3,-11,7,-6
CN(C)c1ccc(NC(=O)Cn2ncn3c(cc4ccccc43)c2=O)cc1,0,-3,4,7,4,-2,-3,7,-19
Cc1nc2c3cnn(-c4ccccc4)c3ncn2n1,-12,8,7,2,-3,3,21,-5,-9
CCOC(=O)c1ccccc1N/C=C1\CCCC1=O,0,-6,-7,9,3,2,14,9,-3
CC1(C)CC(=O)C=C(NCCCNC2CCCCC2)C1,12,4,7,14,4,2,-14,4,1
O=C(c1nc(-c2ccccc2)n(-c2ccccc2)n1)N1CCN(S(=O)(=O)c2ccccc2)CC1,0,0,-2,1,3,0,3,3,-5
c1ccc(OCCn2cnc3ccccc32)cc1,-5,0,18,1,7,1,-5,8,2

# 3 compounds out of the list, sorted by length of the SMILES, ascending.
SMILES,CatS block,CatB mix inh,AP ELISA ortho,E coli RNAP,ROCK2 blocker,CatB block,RORa activator,PKA kinase inh,JNK3 inh
CCOC(=O)c1ccccc1N/C=C1\CCCC1=O,0,-6,-7,9,3,2,14,9,-3
CC1(C)CC(=O)C=C(NCCCNC2CCCCC2)C1,12,4,7,14,4,2,-14,4,1
O=C(c1nc(-c2ccccc2)n(-c2ccccc2)n1)N1CCN(S(=O)(=O)c2ccccc2)CC1,0,0,-2,1,3,0,3,3,-5

# (listing goes on)
SMILES,CatS block,CatB mix inh,AP ELISA ortho,E coli RNAP,ROCK2 blocker,CatB block,RORa activator,PKA kinase inh,JNK3 inh
Cc1ccc2cc(CN(C)C(=O)C3CCCO3)c(=O)[nH]c2c1 (stereo not given),17,7,-5,12,3,-2,4,-9,5
O=C(NCc1cccs1)c1cc(-c2ccccc2)on1,12,6,20,13,3,4,38,0,-4
CC1(C)C2CCC13CS(=O)(=O)N[C@@H]3C2 (stereo not given in full),3,-4,-12,6,3,-6,-13,4,3
CCN1CCN(CCCOc2ccc(-c3ccccc3)cc2)CC1,0,3,10,13,6,3,17,5,9
CCN1CCN(C(=O)c2ccc3c(c2)N(Cc2ccc(F)cc2)C(=O)c2ccccc2S3=O)CC1 (stereo not given),-2,3,12,8,2,1,7,8,0
O=C(O)C1C(c2ccccc2)C(C(=O)N2CCOCC2)C1c1ccccc1 (stereo not given),1,0,3,6,8,0,10,11,-4
CC1(C)C(=O)Nc2ccccc2N1C(=O)COc1ncnc2ccccc12,1,5,13,2,6,-5,-6,6,-4
Cc1ccc(-c2nn(CCC(=O)NCC3CCCO3)c(=O)c3ccccc23)cc1 (stereo not given),nt,nt,nt,11,12,0,-4,8,2
Cc1sc2ncnc(N[C@@H](CCC(=O)O)C(=O)O)c2c1C,-7,4,16,3,7,0,12,8,-2
CC12CCC(C(=O)NC3CCCC3)(CC1=O)C2(C)C (stereo not given),-6,0,-2,-2,-6,1,3,-8,-2
CCC(=O)Nc1cccc(NC(=O)c2ccc3c(c2)OCO3)c1,10,-1,1,9,4,2,20,9,3
Cc1cc(NC(=O)CSc2nc3ccccc3c(=O)n2CCCC(=O)NCc2ccco2)n[nH]1,-10,4,9,1,nt,-2,-16,1,nt
Cc1ccc(C(=O)C2C(c3cccs3)NC(=O)NC2(O)C(F)(F)F)cc1 (stereo not given),nt,nt,nt,15,2,4,4,5,-2

# Only part of the results is shown, so the mix of outcomes need not match the whole.
